Compound activity from PubChem.
NSD2 block: NSD2 (human) methyltransferase inhibition | inhibition, % at 12.5 µM | NSD2-SET H3K36me1 DELFIA fluorescence, biochemical | actives 0.07% (n = 44,000); in the data active means inhibition above about 54%, passing the limit was not always enough;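 further: inhibitors reduce the monomethyl H3K36 fluorescence signal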
Target sequence (O96028 whole entry, looked up): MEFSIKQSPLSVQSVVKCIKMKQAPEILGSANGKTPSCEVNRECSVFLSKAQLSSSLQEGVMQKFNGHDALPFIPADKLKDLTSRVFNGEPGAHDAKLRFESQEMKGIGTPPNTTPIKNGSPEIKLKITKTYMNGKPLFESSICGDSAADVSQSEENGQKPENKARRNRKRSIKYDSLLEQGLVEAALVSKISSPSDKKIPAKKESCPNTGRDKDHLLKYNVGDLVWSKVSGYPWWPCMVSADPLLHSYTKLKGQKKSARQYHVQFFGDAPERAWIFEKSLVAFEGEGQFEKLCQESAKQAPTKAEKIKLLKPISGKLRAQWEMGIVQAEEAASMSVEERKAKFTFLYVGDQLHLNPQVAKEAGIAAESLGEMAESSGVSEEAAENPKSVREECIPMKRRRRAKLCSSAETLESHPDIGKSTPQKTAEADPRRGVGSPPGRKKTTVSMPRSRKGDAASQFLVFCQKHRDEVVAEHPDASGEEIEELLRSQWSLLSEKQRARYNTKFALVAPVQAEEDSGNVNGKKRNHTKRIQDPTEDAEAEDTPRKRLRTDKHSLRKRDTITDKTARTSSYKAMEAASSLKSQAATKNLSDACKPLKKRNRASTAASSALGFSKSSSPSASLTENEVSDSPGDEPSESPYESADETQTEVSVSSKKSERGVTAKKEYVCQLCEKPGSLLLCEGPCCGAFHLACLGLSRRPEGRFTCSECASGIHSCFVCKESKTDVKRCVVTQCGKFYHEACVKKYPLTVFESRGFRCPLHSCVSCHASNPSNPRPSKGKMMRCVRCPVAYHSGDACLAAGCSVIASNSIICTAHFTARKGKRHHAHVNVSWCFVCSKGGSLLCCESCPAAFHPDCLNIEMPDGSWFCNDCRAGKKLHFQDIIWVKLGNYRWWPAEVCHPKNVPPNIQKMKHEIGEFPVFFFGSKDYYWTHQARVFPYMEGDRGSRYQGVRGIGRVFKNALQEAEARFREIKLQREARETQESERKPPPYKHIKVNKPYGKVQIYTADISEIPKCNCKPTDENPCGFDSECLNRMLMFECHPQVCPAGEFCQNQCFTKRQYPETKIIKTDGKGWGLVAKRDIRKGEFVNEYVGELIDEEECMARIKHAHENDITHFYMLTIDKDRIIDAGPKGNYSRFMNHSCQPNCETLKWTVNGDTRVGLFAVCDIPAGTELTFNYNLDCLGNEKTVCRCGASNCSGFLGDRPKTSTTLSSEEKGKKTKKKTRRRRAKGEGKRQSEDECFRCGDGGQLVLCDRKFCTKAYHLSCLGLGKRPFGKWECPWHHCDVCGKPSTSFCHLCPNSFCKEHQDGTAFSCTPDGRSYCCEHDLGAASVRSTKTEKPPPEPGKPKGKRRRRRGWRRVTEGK
* = called active by the depositor. Only part of the results is shown (hit frequency here may not be typical).

SMILES	NSD2 block
Cc1ccc(S(=O)(=O)N(C)C[C@H]2Oc3ncc(Br)cc3C(=O)N([C@@H](C)CO)C[C@H]2C)cc1	5.8
CC(C)CC#Cc1ccc2c(c1)O[C@H](CN(C)C(=O)c1ccccc1)[C@H](C)CN([C@H](C)CO)S2(=O)=O	-4.0
C[C@H](CO)N1C[C@H](C)[C@@H](CN(C)C(=O)c2cccnc2)Oc2ncc(-c3ccc(C#N)cc3)cc2C1=O	1.1
COCC#Cc1ccc2c(c1)O[C@@H](CN(C)Cc1ccc(F)cc1)[C@@H](C)CN([C@@H](C)CO)S2(=O)=O	-0.4
C[C@@H]1CN([C@H](C)CO)C(=O)c2cc(NC(=O)Nc3ccc(F)cc3)ccc2O[C@@H]1CN(C)Cc1ccc(-c2ccccc2)cc1	-5.7
COC(=O)C[C@@H]1C=C[C@@H](NC(=O)Nc2ccc(C(F)(F)F)cc2)[C@H](CO)O1	1.1
COc1ccc(S(=O)(=O)N(C)C[C@H]2OCc3cn(nn3)CCCC(=O)N([C@@H](C)CO)C[C@@H]2C)cc1	1.2
Cc1ccc(S(=O)(=O)Nc2ccc3c(c2)CC(=O)N([C@@H](C)CO)C[C@@H](C)[C@@H](CN(C)Cc2ccccc2)O3)cc1	-3.0
C[C@H]1CN([C@@H](C)CO)C(=O)Cc2cc(NC(=O)CCC(F)(F)F)ccc2O[C@@H]1CN(C)Cc1ccc(Oc2ccccc2)cc1	-7.1
C[C@@H]1CN([C@H](C)CO)C(=O)Cc2cc(NS(C)(=O)=O)ccc2O[C@@H]1CN(C)S(=O)(=O)c1cccs1	0.8
O=C(C[C@@H]1C[C@H]2c3cc(NS(=O)(=O)c4ccc(F)cc4)ccc3O[C@H]2[C@H](CO)O1)NCc1cccc(F)c1	-2.8
O=C(NO)c1cccc(C(=O)N/N=C/c2ccccc2[N+](=O)[O-])c1	-0.5
C[C@@H]1CN([C@H](C)CO)C(=O)c2cc(C#Cc3ccccc3F)cnc2O[C@@H]1CN(C)S(=O)(=O)c1ccccc1	2.7
COCC#Cc1ccc2c(c1)O[C@H](CN(C)Cc1ccccc1)[C@@H](C)CN([C@H](C)CO)S2(=O)=O	14.5
C/C=C/c1ccc2c(c1)O[C@@H](CN(C)S(C)(=O)=O)[C@@H](C)CN([C@H](C)CO)S2(=O)=O	-9.8
C=C1C(=O)O[C@@H]2C3C(=C(C)[C@@H](O)[C@@H](OC(=O)/C(=C/C)COC(C)=O)[C@@H]12)C(=O)[C@H]1O[C@@]31C (some centres not stated)	0.8
C[C@H](CO)N1C[C@H](C)[C@H](CN(C)C(=O)Cc2ccccc2)Oc2cc(C#CC3(O)CCCC3)ccc2S1(=O)=O	-5.7
CC/C=C/c1ccc(C)cc1CCCCCC(=O)O	-1.8
O=C(O)CCCCCC(=O)N/N=C/c1ccc(N(c2ccccc2)c2ccccc2)cc1	3.8
COc1ccc(S(=O)(=O)Nc2ccc3c(c2)CC(=O)N([C@H](C)CO)C[C@@H](C)[C@@H](CN(C)Cc2ccc(Oc4ccccc4)cc2)O3)cc1	-4.4
CNC[C@H]1Oc2c(N)cccc2C(=O)N([C@@H](C)CO)C[C@@H]1C	0.8
C[C@H](CO)N1C[C@H](C)[C@@H](CN(C)C(=O)Nc2ccccc2)Oc2c(cccc2N(C)C)C1=O	-0.1
C[C@@H]1CN([C@H](C)CO)C(=O)c2cccc(NC(=O)C3CCCCC3)c2O[C@@H]1CN(C)S(=O)(=O)c1cccs1	0.6
CC(C)NC(=O)Nc1ccc2c(c1)CC(=O)N([C@@H](C)CO)C[C@H](C)[C@@H](CN(C)S(C)(=O)=O)O2	0.5
Cc1ccc(S(=O)(=O)N[C@H]2CC[C@H](CC(=O)NCCc3ccncc3)O[C@H]2CO)cc1	-0.9
C[C@@H]1CCCCO[C@@H](CN(C)S(C)(=O)=O)[C@@H](C)CN([C@H](C)CO)C(=O)c2cc(NC(=O)Nc3ccccc3)ccc2O1	0.5
Cc1ccc(CN(C)C[C@H]2OCc3cnnn3CCCC(=O)N([C@@H](C)CO)C[C@H]2C)cc1	4.4
C[C@@H]1CN([C@@H](C)CO)S(=O)(=O)c2ccc(C#Cc3ccncc3)cc2O[C@H]1CN(C)S(=O)(=O)c1ccccc1	-1.6
Cc1ccc(S(=O)(=O)N(C)C[C@H]2Oc3c(NC(=O)CCCCCC(=O)Nc4ccccc4N)cccc3C(=O)N([C@H](C)CO)C[C@H]2C)cc1	4.0
C[C@@H]1CN([C@@H](C)CO)C(=O)c2cc(NC(=O)CCC(F)(F)F)ccc2O[C@@H](C)CCCCO[C@H]1CN(C)S(=O)(=O)c1ccc(F)cc1	3.7

Sorted by heavy-atom count (highest first): eleven of the compounds above
SMILES	NSD2 block
Cc1ccc(S(=O)(=O)N(C)C[C@H]2Oc3c(NC(=O)CCCCCC(=O)Nc4ccccc4N)cccc3C(=O)N([C@H](C)CO)C[C@H]2C)cc1	4.0
COc1ccc(S(=O)(=O)Nc2ccc3c(c2)CC(=O)N([C@H](C)CO)C[C@@H](C)[C@@H](CN(C)Cc2ccc(Oc4ccccc4)cc2)O3)cc1	-4.4
C[C@@H]1CN([C@@H](C)CO)C(=O)c2cc(NC(=O)CCC(F)(F)F)ccc2O[C@@H](C)CCCCO[C@H]1CN(C)S(=O)(=O)c1ccc(F)cc1	3.7
C[C@@H]1CCCCO[C@@H](CN(C)S(C)(=O)=O)[C@@H](C)CN([C@H](C)CO)C(=O)c2cc(NC(=O)Nc3ccccc3)ccc2O1	0.5
C[C@H](CO)N1C[C@H](C)[C@H](CN(C)C(=O)Cc2ccccc2)Oc2cc(C#CC3(O)CCCC3)ccc2S1(=O)=O	-5.7
C[C@@H]1CN([C@H](C)CO)C(=O)c2cccc(NC(=O)C3CCCCC3)c2O[C@@H]1CN(C)S(=O)(=O)c1cccs1	0.6
C[C@H](CO)N1C[C@H](C)[C@@H](CN(C)C(=O)Nc2ccccc2)Oc2c(cccc2N(C)C)C1=O	-0.1
Cc1ccc(CN(C)C[C@H]2OCc3cnnn3CCCC(=O)N([C@@H](C)CO)C[C@H]2C)cc1	4.4
Cc1ccc(S(=O)(=O)N[C@H]2CC[C@H](CC(=O)NCCc3ccncc3)O[C@H]2CO)cc1	-0.9
CNC[C@H]1Oc2c(N)cccc2C(=O)N([C@@H](C)CO)C[C@@H]1C	0.8
CC/C=C/c1ccc(C)cc1CCCCCC(=O)O	-1.8

Some of the entries above in a different format:
Cc1ccc(S(=O)(=O)N(C)C[C@H]2Oc3ncc(Br)cc3C(=O)N([C@@H](C)CO)C[C@H]2C)cc1
  NSD2 block: 5.8

CC/C=C/c1ccc(C)cc1CCCCCC(=O)O
  NSD2 block: -1.8

The listing continues:
SMILES	NSD2 block
C[C@@H]1CN([C@H](C)CO)C(=O)Cc2cc(NS(=O)(=O)c3ccc(Cl)cc3)ccc2O[C@H]1CN(C)S(=O)(=O)c1cccs1	0.3
COc1ccc(NC(=O)N(C)C[C@@H]2Oc3ccc(NS(=O)(=O)c4cn(C)cn4)cc3CC(=O)N([C@@H](C)CO)C[C@@H]2C)cc1	2.4
C[C@@H]1CN([C@@H](C)CO)C(=O)c2cc(NC(=O)CCN3CCOCC3)ccc2O[C@@H]1CN(C)S(=O)(=O)c1cn(C)cn1	12.3
C[C@H]1CN([C@@H](C)CO)C(=O)c2cccc(NS(=O)(=O)c3ccc(F)cc3)c2O[C@@H]1CN(C)CC1CC1	2.3
C[C@H](CO)N1C[C@H](C)[C@@H](CN(C)Cc2ccc3c(c2)OCO3)Oc2ccc(NC(=O)CCN3CCOCC3)cc2CC1=O	1.4
C[C@H]1CN([C@@H](C)CO)C(=O)c2cc(C#CCc3ccccc3)cnc2O[C@H]1CN(C)Cc1cccc(F)c1	-1.7
O=C(Cn1c2ccccc2n2ncnc12)c1ccc(-c2ccccc2)cc1	2.5
COc1ccc(/C=N/NC(=O)c2cccc(C(=O)NO)c2)cc1OC	-0.3
N#Cc1ccc(/C=N/NC(=O)c2ccccn2)cc1	-3.8
C[C@@H]1CCCCO[C@H](CN(C)C(=O)NC2CCCCC2)[C@@H](C)CN([C@@H](C)CO)C(=O)c2cc(NC(=O)CCC(F)(F)F)ccc2O1	6.9
C[C@H]1CN([C@@H](C)CO)C(=O)Cc2cc(NC(=O)CCN3CCOCC3)ccc2O[C@@H]1CN(C)Cc1ccc(-c2ccccc2)cc1	-5.7
COc1ccc([Si](C)(C)[C@@H]2[C@@H](CCn3cc([C@H](O)c4ccccc4)nn3)O[C@]3(C(=O)N(Cc4ccc(N5CCOC5=O)cc4)c4ccccc43)[C@H]2C)cc1	1.4
C[C@@H]1CCCCO[C@@H](CN(C)Cc2ccccc2)[C@H](C)CN([C@@H](C)CO)C(=O)c2cc(NC(=O)CCCN(C)C)ccc2O1	-8.3
Cc1ccc(S(=O)(=O)N(C)C[C@H]2Oc3ccc(NC(=O)c4ccncc4)cc3CC(=O)N([C@H](C)CO)C[C@H]2C)cc1	4.0
C[C@@H]1CN([C@@H](C)CO)C(=O)c2cc(NC(=O)C3CC3)ccc2O[C@@H]1CN(C)S(=O)(=O)c1cn(C)cn1	6.1
COCC(=O)N(C)C[C@H]1Oc2cc(C#Cc3ccccc3)ccc2S(=O)(=O)N([C@@H](C)CO)C[C@@H]1C	-6.8
CN1N=C(c2coc3ccccc23)CC1(O)C(F)(F)F (configuration not stated)	-1.9
C[C@@H]1CN([C@H](C)CO)C(=O)Cc2cc(NS(=O)(=O)c3cccs3)ccc2O[C@@H]1CN(C)C(=O)Nc1ccc2c(c1)OCO2	-0.4
CC(C)NC(=O)N(C)C[C@@H]1Oc2ccc(NS(C)(=O)=O)cc2C(=O)N([C@H](C)CO)C[C@H]1C	3.2
COc1cccc(C#Cc2cnc3c(c2)C(=O)N([C@@H](C)CO)C[C@@H](C)[C@@H](CN(C)C)O3)c1	7.5
C[C@H](CO)N1C[C@H](C)[C@@H](CN(C)Cc2ccc3c(c2)OCO3)Oc2ccc(NC(=O)CCCCCC(=O)Nc3ccccc3N)cc2C1=O	3.2
COc1ccc(NC(=O)N(C)C[C@@H]2Oc3cc(-c4ccc(C)cc4)ccc3S(=O)(=O)N([C@@H](C)CO)C[C@H]2C)cc1	-2.6
C[C@H](CO)N1C[C@H](C)[C@@H](CN(C)C(=O)Nc2cccc3ccccc23)Oc2ccc(NC(=O)Nc3ccc4c(c3)OCO4)cc2CC1=O	0.8
C[C@H]1CN([C@@H](C)CO)C(=O)CCCn2nncc2CO[C@H]1CN(C)Cc1ccccc1C(=O)O	0.2
COc1ccc(NC(=O)N(C)C[C@H]2Oc3ccc(NC(=O)Nc4ccccc4)cc3C(=O)N([C@@H](C)CO)C[C@H]2C)cc1	-0.9
C[C@H](CO)N1C[C@H](C)[C@H](CN(C)S(C)(=O)=O)Oc2cc(Br)ccc2S1(=O)=O	-3.6
C[C@H]1CCCCO[C@@H](CN(C)C(=O)NC2CCCCC2)[C@@H](C)CN([C@@H](C)CO)C(=O)c2cc(NS(=O)(=O)c3ccccc3)ccc2O1	-0.2
CC(C)CC#Cc1ccc2c(c1)O[C@H](CN(C)S(=O)(=O)c1cccc(F)c1)[C@@H](C)CN([C@H](C)CO)S2(=O)=O	4.4
COc1ccc(S(=O)(=O)N(C)C[C@H]2Oc3ccc(NS(=O)(=O)c4ccc(Cl)cc4)cc3CC(=O)N([C@@H](C)CO)C[C@H]2C)cc1	-5.8
C[C@@H]1CN([C@@H](C)CO)S(=O)(=O)c2ccc(-c3cncnc3)cc2O[C@H]1CN(C)C(=O)c1ccc2c(c1)OCO2	1.0
CCn1c2ccccc2c2cc(/C=N/NC(=O)CCCCCCC(=O)Nc3ccccc3O)ccc21	-1.3
COc1ccc(/C=N/NC(=O)c2ccccc2O)cc1O	4.8
C[C@@H]1CN([C@@H](C)CO)C(=O)c2cc(NS(C)(=O)=O)ccc2O[C@@H]1CN(C)C(=O)Nc1ccccc1	-6.9
COc1ccc(S(=O)(=O)Nc2ccc3c(c2)CC(=O)N([C@@H](C)CO)C[C@@H](C)[C@H](CN(C)C)O3)cc1	40.5
C[C@@H]1CCCCO[C@H](CN(C)C(=O)c2ccncc2)[C@H](C)CN([C@H](C)CO)C(=O)c2cc(NC(=O)NC3CCCCC3)ccc2O1	4.1
C[C@@H]1CN([C@@H](C)CO)C(=O)c2cccc(NS(=O)(=O)c3cn(C)cn3)c2O[C@@H]1CN(C)Cc1ccc(Cl)c(Cl)c1	3.8
Cc1ccccc1-c1cnc2c(c1)C(=O)N([C@H](C)CO)C[C@@H](C)[C@@H](CN(C)C(=O)c1cccnc1)O2	-1.4
C[C@@H]1CN([C@@H](C)CO)C(=O)c2cccc(NS(=O)(=O)c3ccc(Cl)cc3)c2O[C@H]1CN(C)Cc1ccc(Oc2ccccc2)cc1	-0.4
C[C@H](CO)N1C[C@H](C)[C@@H](CN(C)Cc2cccc(F)c2)OCc2ccccc2-c2ccccc2C1=O	-0.8
C[C@@H]1CN([C@H](C)CO)C(=O)c2cc(NC(=O)Cn3cnnn3)ccc2O[C@@H]1CN(C)Cc1ccc(C(=O)Nc2ccccc2N)cc1	-0.8
Cc1noc(C)c1NC(=O)Nc1cccc2c1O[C@@H](CN(C)S(=O)(=O)c1cccs1)[C@H](C)CN([C@@H](C)CO)C2=O	0.3
CN(C)C(=O)C[C@H]1C[C@H]2c3cc(NC(=O)NC4CCCC4)ccc3O[C@H]2[C@H](CO)O1	-0.8
CC(C)CC#Cc1ccc2c(c1)O[C@H](CN(C)C)[C@H](C)CN([C@@H](C)CO)S2(=O)=O	5.3
C[C@@H]1CN([C@@H](C)CO)C(=O)c2cc(NS(=O)(=O)c3ccccc3)ccc2O[C@@H]1CN(C)Cc1ccncc1	-2.9
Cc1noc(C)c1NC(=O)Nc1ccc2c(c1)C(=O)N([C@H](C)CO)C[C@@H](C)[C@H](CN(C)C(=O)Nc1ccc(C(F)(F)F)cc1)O2	-1.6
C[C@H]1CN([C@@H](C)CO)C(=O)Cc2cc(NC(=O)CCCN(C)C)ccc2O[C@@H]1CN(C)C(=O)Nc1ccc2c(c1)OCO2	6.3
C[C@H](CO)N1C[C@H](C)[C@@H](CN(C)Cc2ccc(Cl)c(Cl)c2)Oc2ccc(NC(=O)Nc3ccccc3)cc2C1=O	-16.7
COc1ccc(NC(=O)N(C)C[C@H]2OCCCC[C@@H](C)Oc3ccc(NS(=O)(=O)c4ccc(F)cc4)cc3C(=O)N([C@@H](C)CO)C[C@@H]2C)cc1	-0.1
C[C@H]1CN([C@@H](C)CO)S(=O)(=O)c2ccc(C3=CCCCC3)cc2O[C@H]1CN(C)S(C)(=O)=O	-2.8
